# Screens (PubChem)
# SRC1 TRFRET art: counter-screen for PPARgamma SRC-1 recruitment agonists: TR-FRET artefact. TR-FRET detection artefact counter-screen, emission ratio; stronger effect = higher value. TR-FRET ratio at 8 µM. 99,000 compounds, 0.34% hits. AID 1051; in the data active = TR-FRET ratio above about 2300; also: inactives centre near 1800; reference of the scale not given here
# SRC3 TRFRET art: flags TR-FRET format artefacts in PPARgamma SRC-3 recruitment agonist screen; TR-FRET artefact counter-screen, PPARgamma/SRC-3 format; stronger effect = higher value; TR-FRET ratio at 8 µM; 99,000 compounds, 0.39% hits; in the data active = TR-FRET ratio above about 2000; also: inactives centre near 1600; reference of the scale not given here
# Numbers without * were called inactive. This is a subset; rates above refer to the full screens.
SMILES,SRC1 TRFRET art,SRC3 TRFRET art
COCCCNCCCCOc1ccccc1-c1ccccc1,1611,1612
Cc1c(C(=O)N2CCOCC2)sc(NC(=O)Cc2ccccc2)c1C#N,1740,1429
CCCCN(CC)C(=S)Nc1ccc2nc(N3CCN(C)CC3)cc(C)c2c1,1882,1692
COc1ccc([N+](=O)[O-])cc1NC(=O)CN(C)S(=O)(=O)c1ccccc1,1724,1690
CCc1ccccc1NC1c2ccccc2C(=O)N1Cc1ccco1 (stereo unspecified),2099,1772
COc1ccc(-c2csc3ncnc(Cl)c23)cc1,1858,1656
CCOc1ccc(NC(=S)N2CCC(C(N)=O)CC2)cc1,1631,1600
COc1ccc(NCc2ccc([N+](=O)[O-])s2)c(OC)c1,1745,1709
COc1ccccc1Nc1ccc(C(=O)NCc2cccs2)cn1,2093,1853
CCN1C(=O)/C(=C\c2cccn2-c2ccc([N+](=O)[O-])cc2)N(CC)C1=S,1552,1471
COc1ccc(S(=O)(=O)NNC(=O)c2cc3ccccc3o2)cc1,1645,1584
COc1ccc(OC)c(C2NC(=S)NC(C)=C2C(=O)Nc2ccccn2)c1 (stereo unspecified),1674,1524
Cc1ccc2oc(Nc3nc(-c4ccccc4)cc(=O)[nH]3)nc2c1,1969,1472
CCC(C)NC(=O)CCSCCC(=O)NC(C)CC (stereo unspecified),1644,1513
CCOc1ccc(C(=O)C[n+]2ccc(C(=O)NCc3ccccc3)cc2)cc1,1582,1555
CC1(C(=O)NC(=S)N(Cc2ccccc2)c2ccccn2)CC1(Cl)Cl (stereo unspecified),1645,1518
CCNC(=S)N(CCc1cccc(C)c1)Cc1cc2cc(OC)c(OC)cc2[nH]c1=O,1792,1498
CC(OC(=O)C(C)N1C(=O)C2C3C=CC(C4CC34)C2C1=O)C(=O)c1ccccc1 (stereo unspecified),1831,1620
O=[N+]([O-])c1ccc2c(c1)C=C1CCCCC1(N1CCCC1)O2 (stereo unspecified),1671,1709
CCN=C1S/C(=C\c2cn(CC)c3ccccc23)C(=O)N1CC,1721,1766
Clc1ccc(CONc2ncnc3nonc23)c(Cl)c1,1803,1647
CC1=C(n2nnc([N+](=O)[O-])n2)C(c2cccnc2)C(C#N)=C(N)O1 (stereo unspecified),1897,1588
CC(=O)N1CCC(=NNc2nc3ccccc3s2)CC1,1984,1682
Cc1ccc(NC(=O)CSc2ncccn2)c([N+](=O)[O-])c1,1733,1404
CCOC(=O)N1CCN=C1SCc1ccc(C(F)(F)F)cc1,1835,1419
# Further entries.
SMILES,SRC1 TRFRET art,SRC3 TRFRET art
COc1cc2ccccc2cc1C(=O)OCC(=O)NC1CCS(=O)(=O)C1 (stereo unspecified),1576,1511
NS(=O)(=O)c1ccc(NC(=O)CSc2ncnc3ccccc23)cc1,1938,1648
COc1ccc(-n2c(=O)c(NC(=O)c3ccccc3)c3n(c2=S)CCCCC3)cc1,1913,1781
O=C(Nc1ccc(Cc2ccncc2)cc1)c1cc(F)c(F)cc1Cl,1964,1589
O=C(Nc1ccc(Br)cc1)N1CCCCC1,1829,1549
CCOC(=O)N1C2C=C(C)[C@@H]2[C@@H]2CC(=O)N21 (stereo partly specified),1624,1363
Cc1onc(C(=O)N2CCOCC2)c1[N+](=O)[O-],1911,1600
Cc1ccccc1NC(=S)N1CCCC(c2nc3ccccc3[nH]2)C1 (stereo unspecified),1991,1728
CC(=O)Nc1cccc(OC(=O)COc2ccc(Br)cc2)c1,1783,1535
O=C(O)/C=C/C(=O)NNc1ccc([N+](=O)[O-])cc1,1835,1679
Cc1csc(=Nc2cccnc2)n1CC1CCCCC1,1894,1548
Cc1cc(C)c(NC(=O)CN2CCC(NC(=O)NC3CCCCC3)CC2)c(C)c1,1851,1665
COc1cc(/C=N/NC(=O)COc2cc(C)cc(C)c2)ccc1OS(=O)(=O)c1ccc(C)cc1,1518,1562
Cn1c(CC(=O)Nc2ccc(Cl)c(Cl)c2)nnc1SCC(=O)NCc1ccccc1,1674,1579
CCOc1ccccc1C(=O)N[C@H](C(=O)OCc1cc([N+](=O)[O-])cc2c1OCOC2)C(C)C,1872,1577
NS(=O)(=O)c1ccc(-c2ccc(/C=C3\C(=O)Nc4cc(Cl)ccc43)o2)cc1,1718,1999
CNC(=S)NNC(=O)c1ccc2c(c1)OCO2,1751,1761
O=[N+]([O-])c1ccc(NCCCO)c(C(F)(F)F)c1,1708,1602
Cc1ccc(OCCCC(=O)Nc2ccc(S(N)(=O)=O)cc2)cc1,1823,1515
Cc1ccc(-n2nc(CN3CCOCC3)c(-c3ccccc3)c2N)c(C)c1,1935,1692
COc1ccc(OC)c(/C=N/NC(=O)Cc2nc3ccccc3[nH]2)c1,1868,1440
COc1ccc(NC(=O)Nc2cc(NC(=O)Nc3ccc(OC)cc3)c(C)nc2C)cc1,1876,1566
COc1ccc(OC)c(NC(=O)Cn2cnc3c(cnn3-c3ccccc3)c2=O)c1,2065,1747
Cc1cc(Br)ccc1SCC(=O)OCC(=O)NC1CC1,1679,1449
S=C(Nc1ccc(Cl)cc1)NN1CCOCC1,1543,1396

# Grouped by structure, the compounds so far with a halogen.
SMILES,SRC1 TRFRET art,SRC3 TRFRET art
COc1ccc(-c2csc3ncnc(Cl)c23)cc1,1858,1656
CC1(C(=O)NC(=S)N(Cc2ccccc2)c2ccccn2)CC1(Cl)Cl (stereo unspecified),1645,1518
Clc1ccc(CONc2ncnc3nonc23)c(Cl)c1,1803,1647
CCOC(=O)N1CCN=C1SCc1ccc(C(F)(F)F)cc1,1835,1419
O=C(Nc1ccc(Cc2ccncc2)cc1)c1cc(F)c(F)cc1Cl,1964,1589
O=C(Nc1ccc(Br)cc1)N1CCCCC1,1829,1549
CC(=O)Nc1cccc(OC(=O)COc2ccc(Br)cc2)c1,1783,1535
Cn1c(CC(=O)Nc2ccc(Cl)c(Cl)c2)nnc1SCC(=O)NCc1ccccc1,1674,1579
NS(=O)(=O)c1ccc(-c2ccc(/C=C3\C(=O)Nc4cc(Cl)ccc43)o2)cc1,1718,1999
O=[N+]([O-])c1ccc(NCCCO)c(C(F)(F)F)c1,1708,1602
Cc1cc(Br)ccc1SCC(=O)OCC(=O)NC1CC1,1679,1449
S=C(Nc1ccc(Cl)cc1)NN1CCOCC1,1543,1396

# The listing continues.
SMILES,SRC1 TRFRET art,SRC3 TRFRET art
O=C(O)c1nn(-c2ccccc2)c(-c2ccccc2)c1C(=O)c1ccccc1,1673,1659
Cc1cc(C)cc(N(CCC(=O)O)S(=O)(=O)c2ccc3ccccc3c2)c1,1726,1389
COC(=O)/C(=C/c1c[nH]c2ccccc12)NC(C)=O,1740,1370
Cc1ccc(S(=O)(=O)N2CCCC2C(=O)OCc2ccccc2)cc1 (stereo unspecified),1764,1485
CCCNC(=O)c1nnsc1S(=O)c1ccc(Cl)cc1 (stereo unspecified),1906,1475
CCCC1NC(=S)N(C2CCCCC2)C1=O (stereo unspecified),1755,1656
S=c1[nH]nc(-c2ccccn2)n1/N=C/c1ccc(Br)s1,1967,1677
CC(=O)Nc1ccc(S(=O)(=O)c2ccc(C)cc2)cc1,2047,1662
CN(C(=O)c1ccc2c(c1)CCN2S(C)(=O)=O)c1ccccc1,1892,1367
C=CCc1ccc(OCCCCN2CCC(C)CC2)c(OC)c1,1738,1791
Cc1nc2sc(C(c3ccc(C(C)C)cc3)N3CCN(CCO)CC3)c(O)n2n1 (stereo unspecified),1324,1440
C=CCOc1c(Cl)cc(CNc2ccc3[nH]c(=O)[nH]c3c2)cc1OC,1810,1589
CCOc1ccc(NC(=O)C[n+]2ccccc2)cc1,1441,1328
O=C(COC(=O)CCc1nc2ccccc2s1)NCc1ccco1,1976,1585
C=CCn1cnc2c(nnn2-c2ccc(C)c(Cl)c2)c1=O,1776,1576
COc1ccc(/C=C/C(=O)NC(=S)NNC(=O)c2cccs2)cc1,1886,1473
Cc1cc([N+](=O)[O-])ccc1NC(=O)c1cncc(Br)c1,1866,1543
Cn1ccsc1=NC(=O)c1ccc(Cl)cc1,1705,1573
O=C(COc1ccc(Br)cc1Br)NC1CCCC1,1816,1461
COC(=O)CCCCCCCCC(O)CN1CCCCC1 (stereo unspecified),1579,1575
O=C(CC12CC3CC(CC(Br)(C3)C1)C2)Nc1cccc(S(=O)(=O)NC2=NCCC2)c1,1665,1630
O=C(Nc1cccc(S(=O)(=O)C(F)F)c1)c1ccc(S(=O)(=O)N2CCCC2)cc1,1912,1514
COC(=O)c1oc2ccc(OC)cc2c1N,1897,1513
Cc1nc(NC(=O)CSc2cc(C)c3ccccc3n2)c(Cl)cc1Cl,1647,1616
CC(C)N(CC#CCC(O)(c1ccccc1)C1CCCC1)CCO (stereo unspecified),1433,1467
# Further compounds.
SMILES,SRC1 TRFRET art,SRC3 TRFRET art
CNC(=O)NC(=O)C(C)OC(=O)c1cc2c(s1)CCCCC2 (stereo unspecified),1969,1493
CC(C)(C)C(=O)/C=c1\s/c(=C\c2ccc(-c3ccc([N+](=O)[O-])cc3)o2)c(=O)n1CC(=O)NC(N)=O,1728,1582
CN(C#N)c1nccc(-c2cccs2)n1,1768,1562
CSc1nnc(-c2cc(-c3ccc(C)cc3)nc3ccccc23)o1,1998,1511
Cc1ccc(C2=NN(C(=O)CSc3nc(N)cc(N)n3)C(c3ccco3)C2)cc1 (stereo unspecified),1567,1501
CCCCSc1nc(C)cc(SCC(=O)N/N=C/c2ccccc2)n1,1745,1735
S=C(NCc1ccco1)N1CCN(c2nc(-c3ccccc3)cs2)CC1,1436,1680
CCOC(=O)c1ccc(CN(Cc2ccccc2)S(=O)(=O)c2cccc([N+](=O)[O-])c2)cc1,1867,1530
c1ccc2c(c1)nc(NCC1CCCO1)c1nnnn12 (stereo unspecified),1651,1506
C=CCn1c(C(C)NC(=O)c2cccs2)n[nH]c1=S (stereo unspecified),1722,1688
Cc1ccc(S(=O)(=O)N(C)C)cc1NC(=O)COC(=O)c1ccc2c(c1)OCCO2,2032,1348
O=S1(=O)C=C(Sc2nc3ccccc3s2)c2ccccc21,1568,1570
Cn1c(-c2ccc([N+](=O)[O-])cc2)nc2ccccc21,1726,1480
CC(C)CCn1c(Br)nc2c1c(=O)n(CC(N)=O)c(=O)n2C,1678,1449
Cc1c(Cl)c([N+](=O)[O-])nn1CCCC(=O)NC1CCCCC1,2057,1633
COc1ccc(N2CCN(C(=O)c3ccc(CSc4ccccc4)cc3)CC2)cc1,1666,1568
Cc1ccc2nc(Cn3cc(C(F)(F)F)ccc3=O)cc(=O)n2c1,1475,1498
CN1Cc2ccccc2N(CC(=O)NCc2ccccc2)C1=O,1802,1587
COc1ccc(C(C(=O)NC2CCCCC2)N(C(=O)Cc2c[nH]c3ccccc23)c2ccccc2C)cc1OC (stereo unspecified),1705,1446
COc1ccc(S(=O)(=O)Nc2nccs2)cc1OC,1720,1568
O=C(/C=C/NNC(=O)c1ccc(Cl)cc1)c1ccccc1,1872,1631
CCOC(=O)c1[nH]c2ccc(OCC)cc2c1CCCN1C(=O)c2ccccc2C1=O,1766,1661
CC(C)=CCN1CCN(Cc2ccc(Oc3ncccn3)cc2)CC1CCO (stereo unspecified),1775,1700
COc1cccc(-c2nn3c(-c4cccc(C)c4)nnc3s2)c1,1715,1759
Cc1c(Cl)cccc1NC(=O)CNc1ccccc1F,1938,1592
# The list continues.
SMILES,SRC1 TRFRET art,SRC3 TRFRET art
COc1ccc(/C=C/C(=O)OCC(=O)NC2CCCC(C)C2C)cc1S(=O)(=O)N1CCOCC1 (stereo unspecified),1918,1528
COc1ccccc1NC(=O)Cc1noc(CSc2n[nH]c(N)n2)n1,1906,1796
CC(=O)c1cccc(NC(=O)Nc2cnn(Cc3ccc(F)cc3)c2)c1,1865,1539
Cc1cccc(NC(=S)N2CCC(N(C)CC3CCCO3)CC2)c1 (stereo unspecified),1949,1733
O=C(O)c1cccc([N+](=O)[O-])c1C(=O)Nc1nc2ccccc2s1,1719,1497
Cc1ccc(OCC(=O)OCCN2C(=O)c3ccccc3C2=O)cc1C,1828,1665
CCCNC(=O)NC(=O)COC(=O)c1cccc(NS(=O)(=O)c2ccc(F)c(F)c2)c1,2095,1488
CCOC(=O)N1CCC(=NNC(=O)COc2ccc(OC)cc2)CC1,1567,1673
CCN(CC)c1ccc(S(=O)(=O)N(CC)CC)cc1NC(=O)c1cccnc1,1940,1591
CCCCNC(=O)C1c2ccccc2Oc2ccccc21,1613,1550
Cc1ccc(NCc2nnc(SCC(=O)O)n2-c2ccc(C)cc2)cc1,1984,1617
N#Cc1cccc2cnccc12,1725,1470
Cc1ccc(Oc2ccc(C(=O)NCc3ccncc3)cc2)cc1,1871,1486
CC(=O)Nc1c(O)nc(SCc2ccccc2C#N)[nH]c1=O,1849,1631
CC(=O)Nc1ccc(S(=O)(=O)N/N=C/c2ccc(C)s2)cc1,1838,1728
O=C(COC(=O)/C=C/c1ccco1)NCCc1ccccc1,1586,1696
CCCn1c(C)cc(C(=O)COc2ccc(-c3nnco3)cc2)c1C,2040,1678
COc1cc(OC)cc(C(=O)N[C@H](C(=O)OCC(=O)Nc2ccc(C(C)C)cc2)C(C)C)c1,1667,1611
CC(C)Nc1nc(Cl)nc(NN(C)c2nc(N(C)C)nc(N(C)C)n2)n1,1974,1614
Cc1ccsc1/C=N/NC(=O)C(=O)NCC(C)C,1869,1615
COC(=O)c1cccc(NC(=O)Cc2nc(-c3ccccc3)sc2-c2ccc(C)cc2)c1,1758,1514
CCC(C)(C)NC(=O)C1c2ccccc2Oc2ccccc21,1935,1561
O=C(Nc1cc(S(=O)(=O)N2CCOCC2)ccc1N1CCOCC1)c1cnccn1,1667,1369
CC1(C)COC(c2ccc(F)c([N+](=O)[O-])c2)=N1,1449,1461
CC(C)N(C(=O)Cn1cnc2cc([N+](=O)[O-])ccc2c1=O)C(C)C,1631,1563
C=CCOC(=O)C1=C(C)NC(=S)NC1c1cccs1 (stereo unspecified),1571,1436
